Bioassay records deposited in PubChem by NCI.
All columns: NCI-60 one-dose screen, growth in % after 48 h at 10 µM unless noted; 100 = growth as untreated, 0 = no growth, -100 = all killed.
OVCAR-4 – OVCAR-4 ovarian cancer cells | 80,000 tested, 3.7% active
KM12 – KM12 colon cancer cells | 82,000 tested, 5% active
SW-620 – SW-620 colon cancer; 82,000 tested, 5.2% active
COLO 205 – COLO 205 colon cancer; 79,000 tested, 7.3% active; AID 1794742
HT29 – HT29 colon cancer; 81,000 tested, 7.4% active; AID 1794748
HCT-15 – HCT-15 colon cancer. AID 1794746. 82,000 tested, 5.2% active
HCT-116 – HCT-116 colon cancer; 82,000 tested, 7.3% active; AID 1794798
IGROV1 – IGROV1 ovarian cancer. 79,000 tested, 4.7% active
SK-OV-3 – SK-OV-3 ovarian cancer cells; 80,000 tested, 3.2% active; AID 1794785
The depositor's hits bear a star; . = no result given; & = joins results of further samples; [ ] = remark or other dose. The calls were made as follows: active = growth percent below 10; inactive = the rest. The list is partial; rates above refer to the full screens.

Key to letters – A = OVCAR-4; B = KM12; C = SW-620; D = COLO 205; E = HT29; F = HCT-15; G = HCT-116; H = IGROV1; I = SK-OV-3
> CCOP(=S)(N/N=C1/C2(C)CCC(C2)C1(C)C)OCC (configuration not stated)
  A: 99 | B: 98 | C: 105 | D: 96 | E: 97 | F: 108 | G: 89 | H: 94 | I: 90
> CN(C)C(=O)Oc1ccc(Cl)cc1[N+](=O)[O-]
  A: 104&119 | B: 102&110 | C: 93&105 | D: 105&102 | E: 104&107 | F: 105&102 | G: 93&101 | H: 106 | I: 113&98
> CN1C(=O)N(C)C(=O)C(NS(=O)(=O)c2ccc(N)cc2)(c2ccccc2)C1=O
  A: 105 | B: 109 | C: 110 | D: 117 | E: 109 | F: 107 | G: 109 | H: 111 | I: 110
> Cn1cc(-c2csc(-c3cn(CCN4CCOCC4)c4ccccc34)n2)c2cccnc21
  A: 64 | B: 57 | C: 83 | D: 51 | E: 70 | F: 47 | G: 73 | H: 62 | I: 105
> COc1cccc2c1c(C(=O)C(=O)Nc1ccsc1C(=O)O)cn2Cc1ccc(F)cc1
  A: 110 | B: 117 | C: 104 | D: 112 | E: 105 | F: 101 | G: 50 | H: 15 | I: 102
> CC[C@@H](C)C(=O)O[C@H]1[C@H](O)[C@H]2[C@@H](CN3C[C@@H](C)CC[C@H]3[C@@]2(C)O)[C@@H]2CC34O[C@]5(O)[C@@H](OC(=O)[C@@](C)(O)CC)CC[C@@]3(C)[C@@H]5[C@@H](OC(C)=O)[C@@H](OC(C)=O)[C@H]4[C@@]21O
  A: 100 | B: 107 | C: 101 | D: 108 | E: 110 | F: 98 | G: 104 | H: 109 | I: 114
> CCC(Br)C(N)=O (configuration not stated)
  A: 109 | B: 104 | C: 110 | D: 107 | E: 108 | F: 100 | G: 103 | H: 116 | I: 102
> CC/C(=C(\CC)c1ccc(OC(=O)Cc2ccc(N(CCCl)CCCl)cc2)cc1)c1ccc(OC(=O)Cc2ccc(N(CCCl)CCCl)cc2)cc1
  A: 104 | B: 110 | C: 103 | D: 100 | E: 100 | F: 99 | G: 100 | H: 96 | I: 105
> O=C1C2C(C(=O)[N]1[Hg][c]1cccs1)C1(Cl)C(Cl)=C(Cl)C2(Cl)C1(Cl)Cl (configuration not stated)
  A: 37 | B: 87 | C: -40* | D: -71* | E: 8.7* | F: -77* | G: -32* | H: 0.5* | I: 102
> O=c1c2ccccc2[nH]c(=S)n1-c1cccc(Cl)c1
  A: 93 | B: 135 | C: 108 | D: 123 | E: 110 | F: 96 | G: 98 | H: 99 | I: 109
> OCc1ccco1
  A: 111 | B: 103 | C: 95 | D: 102 | E: 92 | F: 102 | G: 101 | H: 102 | I: 94
> OC(c1ccccc1)C(c1ccccc1)N1CCCCC1 (configuration not stated)
  A: 91 | B: 107 | C: 107 | D: 112 | E: 101 | F: 96 | G: 89 | H: 107 | I: 106
> CC12CCC3C(CC=C4CC(O)CCC43C)C1C/C(=C\N1CCCC1)C2=O (configuration not stated)
  A: 93 | B: 115 | C: 99 | D: 111 | E: 99 | F: 96 | G: 93 | H: 34 | I: 104
> CC(CC1CCCCC1)NCc1ccccc1 (configuration not stated)
  A: 113 | B: 101 | C: 94 | D: 103 | E: 93 | F: 94 | G: 97 | H: 107 | I: 111
> CCOP(=O)(OCC)C(O)c1ccccc1 (configuration not stated)
  A: 97 | B: 108 | C: 101 | D: 110 | E: 113 | F: 100 | G: 114 | H: 119 | I: 110

New compounds follow:
Key to letters – A = OVCAR-4; B = KM12; C = SW-620; D = COLO 205; E = HT29; F = HCT-15; G = HCT-116; H = IGROV1; I = SK-OV-3
> COC(=O)c1ccccc1C(=O)OC
  A: 126 | B: 98 | C: 101 | D: 111 | E: 85 | F: 102 | G: 105 | H: . | I: 113
> OC1CC2CCC(C1)N2 (configuration not stated)
  A: 111 | B: 105 | C: 109 | D: 107 | E: 110 | F: 99 | G: 111 | H: 111 | I: 109
> O=C(O)/C=C\c1ccc2c(c1)OCO2
  A: 106 | B: 111 | C: 108 | D: 129 | E: 112 | F: 105 | G: 105 | H: . | I: 113
> COc1cc(N(CCCl)CCCl)ccc1C=Nc1ccccc1C(=O)O
  A: 104 | B: 71 | C: 92 | D: . | E: 98 | F: 98 | G: 108 | H: 84 | I: 105
> O=C(O)C1CCN1C12CC3CC(CC(C3)C1)C2 (configuration not stated)
  A: 113 | B: 107 | C: 110 | D: 108 | E: 111 | F: 99 | G: 112 | H: . | I: 115
> Cc1ccc(CCN)cc1
  A: 110 | B: 111 | C: 118 | D: 113 | E: 102 | F: 97 | G: 102 | H: 108 | I: 105
> CC(C)OC(=O)OCSP1(=O)OCC2OC(n3ccc(=O)[nH]c3=O)C(F)C2OP(=O)(O)OCC2OC(n3cnc4c(N)ncnc43)C(F)C2O1 (configuration not stated)
  A: 104 | B: 109 | C: 105 | D: . | E: 81 | F: 97 | G: 87 | H: 101 | I: 102
> CC[C@H]1CN2CCC1C[C@@H]2[C@@H](O)c1ccnc2ccc(OC)cc12 (some centres not stated)
  A: 103 | B: 107 | C: 103 | D: 101 | E: 98 | F: 101 | G: 96 | H: 93 | I: 104
> CCOP(=O)(OCC)C(O)c1ccc(Cl)c(Cl)c1 (configuration not stated)
  A: . | B: 112 | C: 105 | D: 125 | E: 87 | F: 103 | G: 102 | H: 95 | I: 110
> COC(=O)[C@@H](C[C@H](Cc1ccccc1)NC(=O)c1csc([C@@H](C[C@H](C(C)C)N(C)C(=O)[C@@H](NC(=O)[C@H]2CCCCN2C)C(C)C)OC(C)=O)n1)NC(=O)OCc1ccccc1
  A: 46[9.5 µM] | B: 1.1*[9.5 µM] | C: 26[9.5 µM] | D: -65*[9.5 µM] | E: -20*[9.5 µM] | F: 9.0*[9.5 µM] | G: 1.6*[9.5 µM] | H: 13[9.5 µM] | I: 12[9.5 µM]
> O=C1NC(=O)C(=Cc2cn(CCCCCCn3c4ccccc4c(=O)c4ccccc43)c3ccccc23)C(=O)N1
  A: 86 | B: 96 | C: 94 | D: 92 | E: 97 | F: 75 | G: 70 | H: 79 | I: 78
> Nc1ccncc1
  A: 122&102 | B: 110&113 | C: 110&110 | D: 126&121 | E: 110&107 | F: 114&101 | G: 115&108 | H: 110&110 | I: 110&107
> CNC(C)Cc1ccccc1 (configuration not stated) (tested in a mixture with another compound)
  A: 104 | B: 100 | C: 102 | D: 102 | E: 107 | F: 101 | G: 100 | H: 101 | I: 93
> COc1cc(CNCCc2ccc(Cl)cc2)cc(OC)c1O
  A: 69 | B: 66 | C: 64 | D: 78 | E: 64 | F: 55 | G: 61 | H: 81 | I: 83
> [Cl][Hg][n]1cnc2c(Cl)c(Cl)c(Cl)cc21
  A: 109 | B: 98 | C: 114 | D: . | E: 81 | F: 100 | G: 103 | H: 100 | I: 113

(list continues)
Key to letters – A = OVCAR-4; B = KM12; C = SW-620; D = COLO 205; E = HT29; F = HCT-15; G = HCT-116; H = IGROV1; I = SK-OV-3
> CC[C@@H](C(N)=O)N1CCCC1=O
  A: 105 | B: 105 | C: . | D: 112 | E: 107 | F: 105 | G: 110 | H: 105 | I: 114
> CC1CNCCN1c1ccccc1 (configuration not stated)
  A: 97 | B: 112 | C: 97 | D: 110 | E: 104 | F: 94 | G: 102 | H: 87 | I: 97
> C[C@]12CC[C@H]3[C@@H](CC[C@]4(O)C[C@@H](O[C@@H]5O[C@H](CO)[C@@H](O[C@@H]6OC[C@@H](O)[C@H](O)[C@H]6O)[C@H](O)[C@H]5O)CC[C@]34C=O)[C@@]1(O)CC[C@@H]2C1=CC(=O)OC1
  A: 2.8* | B: 17 | C: 8.4* | D: 18 | E: 3.1* | F: -9.5* | G: 5.4* | H: 19 | I: -3.1*
> O=c1[nH]c(=O)[nH]c(=O)[nH]1
  A: 119 | B: 107 | C: 108 | D: 115 | E: 115 | F: 160 | G: 97 | H: 68 | I: 110

In the list so far, these contain a Cl atom.
Key to letters – A = OVCAR-4; B = KM12; C = SW-620; D = COLO 205; E = HT29; F = HCT-15; G = HCT-116; H = IGROV1; I = SK-OV-3
> CN(C)C(=O)Oc1ccc(Cl)cc1[N+](=O)[O-]
  A: 104&119 | B: 102&110 | C: 93&105 | D: 105&102 | E: 104&107 | F: 105&102 | G: 93&101 | H: 106 | I: 113&98
> CC/C(=C(\CC)c1ccc(OC(=O)Cc2ccc(N(CCCl)CCCl)cc2)cc1)c1ccc(OC(=O)Cc2ccc(N(CCCl)CCCl)cc2)cc1
  A: 104 | B: 110 | C: 103 | D: 100 | E: 100 | F: 99 | G: 100 | H: 96 | I: 105
> O=C1C2C(C(=O)[N]1[Hg][c]1cccs1)C1(Cl)C(Cl)=C(Cl)C2(Cl)C1(Cl)Cl (configuration not stated)
  A: 37 | B: 87 | C: -40* | D: -71* | E: 8.7* | F: -77* | G: -32* | H: 0.5* | I: 102
> O=c1c2ccccc2[nH]c(=S)n1-c1cccc(Cl)c1
  A: 93 | B: 135 | C: 108 | D: 123 | E: 110 | F: 96 | G: 98 | H: 99 | I: 109
> COc1cc(N(CCCl)CCCl)ccc1C=Nc1ccccc1C(=O)O
  A: 104 | B: 71 | C: 92 | D: . | E: 98 | F: 98 | G: 108 | H: 84 | I: 105
> CCOP(=O)(OCC)C(O)c1ccc(Cl)c(Cl)c1 (configuration not stated)
  A: . | B: 112 | C: 105 | D: 125 | E: 87 | F: 103 | G: 102 | H: 95 | I: 110
> COc1cc(CNCCc2ccc(Cl)cc2)cc(OC)c1O
  A: 69 | B: 66 | C: 64 | D: 78 | E: 64 | F: 55 | G: 61 | H: 81 | I: 83
> [Cl][Hg][n]1cnc2c(Cl)c(Cl)c(Cl)cc21
  A: 109 | B: 98 | C: 114 | D: . | E: 81 | F: 100 | G: 103 | H: 100 | I: 113
